Assay outcomes as filed in PubChem BioAssay.
D2 ag – agonists of human D2 dopamine receptor; 340,000 tested, 0.53% active; P14416; AID 485358; activation, % at 2 µM; HEK293 T-REx D2 cells, calcium flux agonist mode;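 active = activation over 3 SD above normal in the single-dose calcium agonist read, cut at about 30% in these data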; note: 0% is about no effect
Target sequence (P14416 whole entry, looked up): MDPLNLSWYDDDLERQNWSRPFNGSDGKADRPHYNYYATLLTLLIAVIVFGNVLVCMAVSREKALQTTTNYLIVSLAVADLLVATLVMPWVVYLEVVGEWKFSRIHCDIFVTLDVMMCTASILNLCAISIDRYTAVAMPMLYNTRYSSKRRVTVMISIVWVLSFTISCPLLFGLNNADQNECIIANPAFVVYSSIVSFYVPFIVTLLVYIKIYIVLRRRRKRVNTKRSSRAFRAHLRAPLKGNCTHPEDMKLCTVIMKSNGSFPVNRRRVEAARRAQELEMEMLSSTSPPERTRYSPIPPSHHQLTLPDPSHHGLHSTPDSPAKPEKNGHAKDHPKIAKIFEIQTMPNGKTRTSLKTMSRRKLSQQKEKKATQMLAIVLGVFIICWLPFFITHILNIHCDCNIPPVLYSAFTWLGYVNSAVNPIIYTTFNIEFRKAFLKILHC
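Agonism is scored from calcium flux in a force-coupled, inducible HEK293 cell line expressing D2, read kinetically for 180 s after compound addition against dopamine controls.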
TRHR agonist – TRH receptor (human) agonism; P34981; TRHR cells, calcium flux fluo-8, FDSS agonist mode; activation, % at 2 µM; 360,000 tested, 0.18% active; AID 493084; note: 0% is about no effect
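TRHR-expressing cells loaded with fluo-8 calcium dye; 23 nL library compound pin-transferred, kinetic FDSS fluorescence (Ex 480/Em 530) recorded about 180 s for agonist-induced calcium release, before a 10 nM TRH EC20 addition for potentiator mode.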
RXFP1 antagonist – antagonists of human relaxin receptor RXFP1; Q9HBX9; activity change, negative = inhibition, % at 57.5 µM; 350,000 tested, 0.59% active; HEK293-RXFP1, relaxin-stimulated cAMP HTRF, 30 min; active compounds read low; AID 1259400;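 active = activity change of -60% or lower, but not beyond a set lower limit; inconclusive = change between -60% and -40%, or beyond the set limit; inactive = change above -40%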; note: % is set by controls: 0 for no effect and ±100 for the full control effect
TRHR PAM – allosterically enhances the human TRH receptor; P34981; TRHR cells, fluo-8 calcium fluorescence, EC20 TRH enhancement; enhancement, % at 2 µM; 360,000 tested, 0.66% active; AID 493056; in the data active = enhancement above about 30%; note: 0% is about no effect
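TRHR-expressing cells loaded with fluo-8 calcium dye were read kinetically (ex 480/em 530) during compound addition, then stimulated with an EC20 of TRH (10 nM final). Enhancement of the Gq-mediated intracellular calcium response was scored.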
D1 PAM – human D1 dopamine receptor positive modulation; P21728; HEK293 TREx D1 cells, calcium flux, dopamine EC20 potentiation; potentiation, % at 10 µM; 360,000 tested, 0.036% active; AID 504651; in the data active = potentiation above about 30%; note: 0% is about no effect
Target sequence (P21728 whole entry, looked up): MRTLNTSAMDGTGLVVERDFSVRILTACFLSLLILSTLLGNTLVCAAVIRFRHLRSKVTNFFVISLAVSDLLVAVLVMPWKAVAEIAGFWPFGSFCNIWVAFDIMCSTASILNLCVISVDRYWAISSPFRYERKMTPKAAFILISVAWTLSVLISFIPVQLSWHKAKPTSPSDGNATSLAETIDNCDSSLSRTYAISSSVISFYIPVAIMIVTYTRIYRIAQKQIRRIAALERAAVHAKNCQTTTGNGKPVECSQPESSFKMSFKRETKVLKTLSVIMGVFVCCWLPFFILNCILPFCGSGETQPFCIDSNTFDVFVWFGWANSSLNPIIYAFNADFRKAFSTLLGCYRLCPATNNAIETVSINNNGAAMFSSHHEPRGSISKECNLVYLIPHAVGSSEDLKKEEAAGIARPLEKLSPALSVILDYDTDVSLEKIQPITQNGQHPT
D1 antagonist – blocks dopamine activation of the human D1 receptor | P21728 | HEK293 TREx D1 cells, calcium flux, dopamine EC80; active compounds read low | activity change, negative = inhibition, % at 10 µM | 360,000 tested, 3.2% active | AID 504652; in the data active = activity change below about -30%; note: % is set by controls: 0 for no effect and ±100 for the full control effect
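Compound effects on dopamine-evoked calcium signalling were measured in tetracycline-induced HEK293 Trex D1 cells. Dopamine at EC80 followed a 180 s compound pre-read, and fluorescence was tracked kinetically for 180 s more.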
D2 potentiator – positively modulates the human D2 dopamine receptor allosterically | P14416 | HEK293 T-REx D2, calcium flux, EC20 dopamine potentiation | potentiation, % at 10 µM | 340,000 tested, 0.34% active | AID 485347;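 active = potentiation over 3 SD above the plate norm, cut at about 30% in these data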; note: 0% is about no effect
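Primary screen. Calcium kinetics in induced HEK293 T-REx D2 cells: compound pre-addition 180 s, EC20 dopamine, 180 s more.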
D2 antag – antagonizes the human D2 dopamine receptor | AID 485344 | inhibition, % at 10 µM | P14416 | 340,000 tested, 2% active | HEK293 TREx D2 cells, calcium flux, dopamine EC80; in the data active = inhibition above about 30%; note: 0% is about no effect
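Compounds are added to dye-loaded, induced HEK293 T-REx cells coupled to calcium release via D2; after a 3 min kinetic read an EC80 dopamine stimulus is given and fluorescence is recorded for 3 more min.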
D1 agonist – activates the human D1 dopamine receptor; activation, % at 2 µM; 360,000 tested, 1% active; P21728; HEK293 T-REx D1 cells, calcium flux, agonist mode; note: 0% is about no effect
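Tetracycline-induced HEK293 TREx D1 cells, force-coupled to calcium signalling, were dye-loaded with a no-wash calcium kit. Compound was pin-added after a 10 s baseline. Fluorescence was read kinetically at 1 cycle/s for 180 s, with calcium rises flagged as agonism.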
Numbers without * were called inactive; & = joins results of further samples; ! = repeats disagree. Cut-off read from the data, not from the text of the source, unless noted: active = activation above about 30%; inactive = the rest.

`COc1ccc(/C=N/NC(=O)C(N)=O)c(OC)c1OC` gave D2 ag 0.1, TRHR agonist -0.4, RXFP1 antagonist 7, TRHR PAM 7, D1 PAM -3, D1 antagonist -1, D2 potentiator 1, D2 antag -6 and D1 agonist 0.
For CCOC(=O)Cn1nc(-c2ccc(C)cc2)c2ccccc2c1=O the results were TRHR agonist -0.5, RXFP1 antagonist 5, TRHR PAM 2, D1 PAM -4, D1 antagonist -27 and D1 agonist 3.
`COc1cccc(NC(=O)CCS(=O)(=O)c2ccc3c(c2)oc(=O)n3C)c1` gave D2 ag 0.9&0.7, TRHR agonist 0.3&0.3, RXFP1 antagonist 2&-7, TRHR PAM 7&6, D1 PAM 2&-4, D1 antagonist -30*!, D2 potentiator -11&-8, D2 antag 5 and D1 agonist 3&-1.
Screening COc1ccc(-n2nc(C(=O)NCC(=O)N3CC(C)CC(C)C3)c3ccccc3c2=O)c(OC)c1 (stereo not drawn) returned D2 ag 1.2, TRHR agonist -0.9, RXFP1 antagonist -4, TRHR PAM 1, D1 antagonist 13, D2 potentiator 3, D2 antag -11 and D1 agonist 9.
Cc1csc(NC(=O)CSc2nnc(C)c(=O)n2N)n1 was read as D2 ag 0.0, TRHR agonist -1.6, RXFP1 antagonist 4, TRHR PAM -3, D1 PAM -6, D1 antagonist -8, D2 potentiator 3, D2 antag -2 and D1 agonist 4.
For COc1ccc(Nc2nc(-c3ccccc3)c3ccccc3n2)cc1 the results were D2 ag -0.5, TRHR agonist 0.5, RXFP1 antagonist -5, TRHR PAM -1, D1 PAM -8, D1 antagonist 3, D2 potentiator 3, D2 antag -3 and D1 agonist 5.
`Cc1cccc(CSc2ccc(-c3cccs3)nn2)c1` gave D2 ag 1.2&0.7, TRHR agonist 0.7&0.6, RXFP1 antagonist -8&-5, TRHR PAM 3&-8, D1 PAM -3&3, D1 antagonist 1&-7, D2 potentiator -4&-8, D2 antag 23 and D1 agonist 21&9.
Screening O=C(Cc1ccc(F)cc1)Nc1nc(-c2ccc(F)cc2)cs1 returned D2 ag 0.8, TRHR agonist 0.7, RXFP1 antagonist inconclusive, TRHR PAM -13, D1 PAM -6, D1 antagonist 2, D2 potentiator -6, D2 antag -7 and D1 agonist 4.
CC(=O)Nc1cccc(NC(=O)CSc2nnc(Cc3cccn3C)n2-c2ccc(C)cc2)c1 was read as D2 ag -0.7, TRHR agonist -0.3, RXFP1 antagonist -19, TRHR PAM 0, D1 PAM 0, D1 antagonist 11, D2 potentiator 18, D2 antag 8 and D1 agonist 0.
Screening O=C(NC1CCCCC1)C(c1ccco1)N(C(=O)c1csnn1)c1ccc(Cl)cc1 (stereo not drawn) returned D2 ag 0.7, TRHR agonist 1.3, RXFP1 antagonist -5, TRHR PAM 5, D1 PAM -2, D1 antagonist -8, D2 potentiator -2, D2 antag -3 and D1 agonist 3.
`O=C(COC(=O)CSc1ccc([N+](=O)[O-])cc1)NCc1cccs1` gave D2 ag 1.3, TRHR agonist -0.6, RXFP1 antagonist -19, TRHR PAM 11, D1 PAM -5, D1 antagonist -55*, D2 potentiator 12, D2 antag -3 and D1 agonist 7.
CCc1ccc(-c2cc(C)no2)cc1S(=O)(=O)N1CC(=O)Nc2ccccc21 was read as D2 ag 1.3, TRHR agonist 3.0, RXFP1 antagonist -17, TRHR PAM 3, D1 PAM 13, D1 antagonist -1, D2 potentiator 6, D2 antag -1 and D1 agonist 1.
Cc1ccc(OCC(=O)c2ccc3c(c2)CCCC3)cc1C was read as D2 ag -0.2, TRHR agonist -0.1, RXFP1 antagonist -13, TRHR PAM -1, D1 PAM -6, D1 antagonist 10, D2 potentiator 11, D2 antag 3 and D1 agonist 4.
`Cc1cc(NC(C)c2ccccc2)n2ncc(-c3ccccc3)c2n1` (stereo not drawn) gave D2 ag -0.7, TRHR agonist 0.1, RXFP1 antagonist -13, TRHR PAM -8, D1 PAM -5, D1 antagonist -16, D2 potentiator -2, D2 antag 6 and D1 agonist -1.
For O=C(NCCNCCO)c1c(O)c2cccc3c2n(c1=O)CCC3 the results were D2 ag 0.7, TRHR agonist -0.9, RXFP1 antagonist 0, TRHR PAM 0, D1 PAM -1, D1 antagonist 14, D2 potentiator -8, D2 antag 5 and D1 agonist 2.
`COc1ccc(NC(=O)Cn2c(=O)n(-c3ccc(C)cc3)c(=O)c3c2c2cc(C)ccc2n3C)cc1` gave D2 ag -0.4, TRHR agonist -0.4, TRHR PAM 9, D1 PAM -2, D1 antagonist 8, D2 potentiator 15 and D1 agonist 3.
`O=C(CN1C2=NCCN2c2ccccc21)C12CC3CC(CC(C3)C1)C2` gave D2 ag 1.3, TRHR agonist 5.2, RXFP1 antagonist -19, TRHR PAM -1, D1 PAM -9, D1 antagonist 8, D2 potentiator -6, D2 antag 0 and D1 agonist 22.
Screening Cc1cccc(N(CC(=O)NCCSCc2ccc(Cl)cc2)S(C)(=O)=O)c1C returned D2 ag -1.1, TRHR agonist -0.5, TRHR PAM 7, D1 PAM 3, D1 antagonist 4, D2 potentiator 4 and D1 agonist 9.
`COC(=O)Nc1ccc(S(=O)(=O)n2cnc3ccccc32)cc1` gave D2 ag 0.4, TRHR agonist 0.2, RXFP1 antagonist 18, TRHR PAM 4, D1 PAM 6, D1 antagonist 4, D2 potentiator 0, D2 antag 15 and D1 agonist 1.
For Cc1c(Nc2nc(-c3ccc(Cl)cc3)cs2)c(=O)n(-c2ccccc2)n1C the results were D2 ag -2.1, TRHR agonist -2.5, RXFP1 antagonist 0, TRHR PAM 0, D1 PAM 1, D1 antagonist 16, D2 potentiator 17, D2 antag -6 and D1 agonist 1.
Screening Cc1cc(C(=O)N/N=C/c2cccc([N+](=O)[O-])c2O)n[nH]1 returned D2 ag -0.1, TRHR agonist -0.4, RXFP1 antagonist -10, TRHR PAM 6, D1 PAM 3, D1 antagonist 2, D2 potentiator -1, D2 antag -17 and D1 agonist 3.
`CCCN(C(=O)CSc1nc(C2CC2)n(-c2ccccc2)n1)C1CCS(=O)(=O)C1` (stereo not drawn) gave D2 ag -0.5, TRHR agonist -0.5, RXFP1 antagonist 3, TRHR PAM 5, D1 PAM -5, D1 antagonist 5, D2 potentiator -8, D2 antag 17 and D1 agonist 0.
`COc1ccnc(Oc2cc(Cl)cc(Cl)c2)c1C#N` gave D2 ag -0.1, TRHR agonist 0.0, RXFP1 antagonist 8, TRHR PAM 0, D1 PAM -1, D1 antagonist -5, D2 potentiator 8, D2 antag -13 and D1 agonist 0.
`Cc1nc(SCC(=O)NC2CC2)c2c(C)c(C)sc2n1` gave D2 ag -0.1, TRHR agonist -0.1, RXFP1 antagonist -6, TRHR PAM -7, D1 PAM -4, D1 antagonist 3, D2 potentiator 12, D2 antag -7 and D1 agonist -1.
Screening COC(=O)c1c(-c2c(Cl)cccc2Cl)noc1C(=O)NNC(=O)N(C)C returned D2 ag 1.5, TRHR agonist 0.7, RXFP1 antagonist -8, TRHR PAM 3, D1 PAM 1, D1 antagonist -6, D2 potentiator 16, D2 antag -16 and D1 agonist 2.
Screening COc1ccc(/C=C2\C(=O)NCC(=O)N2C)cc1 returned D2 ag 0.5, TRHR agonist 1.1, RXFP1 antagonist 13, TRHR PAM 3, D1 PAM 0, D1 antagonist -7, D2 potentiator -8, D2 antag 15 and D1 agonist 3.
`O=C(O)c1cccc(NC(=O)c2cccc(S(=O)(=O)N3CCCCC3)c2)c1` gave D2 ag 0.3, TRHR agonist -0.1, RXFP1 antagonist -12, TRHR PAM 1, D1 PAM -4, D1 antagonist 2, D2 potentiator -8, D2 antag 0 and D1 agonist 2.
`CCC(C)NC(=O)c1c(-c2ccccc2)c(-c2ccccc2)nn(C)c1=O` (stereo not drawn) gave D2 ag -0.2, TRHR agonist 0.4, RXFP1 antagonist -8, TRHR PAM 1, D1 PAM -1, D1 antagonist -13, D2 potentiator 6 and D1 agonist 0.
`CC(C)(C)C1CCc2c(sc(NC(=O)C3c4ccccc4Oc4ccccc43)c2C(N)=O)C1` (stereo not drawn) gave D2 ag 0.7, TRHR agonist -0.3, RXFP1 antagonist -3, TRHR PAM 11, D1 PAM -7, D1 antagonist -2, D2 potentiator -7 and D1 agonist 2.
For CN(C)c1cccc(C(=O)NCc2ccc3c(c2)OCO3)c1 the results were D2 ag -0.4, TRHR agonist -0.2, RXFP1 antagonist -25, TRHR PAM 2, D1 PAM 4, D1 antagonist 0, D2 potentiator 5, D2 antag -16 and D1 agonist 4.

The closing 2 entries of the part before come first, to join the parts:
`CC(C)(C)C1CCc2c(sc(NC(=O)C3c4ccccc4Oc4ccccc43)c2C(N)=O)C1` (stereo not drawn) gave D2 ag 0.7, TRHR agonist -0.3, RXFP1 antagonist -3, TRHR PAM 11, D1 PAM -7, D1 antagonist -2, D2 potentiator -7 and D1 agonist 2.
For CN(C)c1cccc(C(=O)NCc2ccc3c(c2)OCO3)c1 the results were D2 ag -0.4, TRHR agonist -0.2, RXFP1 antagonist -25, TRHR PAM 2, D1 PAM 4, D1 antagonist 0, D2 potentiator 5, D2 antag -16 and D1 agonist 4.
Screening COc1ccc(OC)c(C(=O)NC(CC(N)=O)c2ccc(N3CCC(N4CCCCC4)CC3)c([N+](=O)[O-])c2)c1 (stereo not drawn) returned D2 ag -2.2, TRHR agonist -0.1, TRHR PAM 3, D1 PAM -2, D1 antagonist -3, D2 potentiator 4, D2 antag -16 and D1 agonist 3.
COCCn1nnnc1C(c1ccccc1)N1CCN(C)CC1 (stereo not drawn) was read as D2 ag -0.4, TRHR agonist 0.1, RXFP1 antagonist 0, TRHR PAM 14, D1 PAM -2, D1 antagonist 30, D2 potentiator -2, D2 antag -2 and D1 agonist 5.
`COc1cccc(C(=O)Nc2ccccc2N2CCCC2)c1` gave D2 ag 0.2, TRHR agonist -1.2, RXFP1 antagonist 6, TRHR PAM 2, D1 PAM -3, D1 antagonist -30, D2 potentiator 2, D2 antag -12 and D1 agonist 1.
`COCCN1CC(CNC(=O)c2cc(COc3ccccc3SC)on2)CC1=O` (stereo not drawn) gave D2 ag -1.1, TRHR agonist -1.0, RXFP1 antagonist -3, TRHR PAM -1, D1 PAM 0, D1 antagonist 10, D2 potentiator -4, D2 antag -3 and D1 agonist 2.
For CCOC(=S)N/C(=N\S(=O)(=O)c1ccc(C)cc1)c1ccccc1 the results were D2 ag -0.7, TRHR agonist -0.9, RXFP1 antagonist -2, TRHR PAM 10, D1 PAM -4, D1 antagonist -12, D2 potentiator -2, D2 antag 2 and D1 agonist 3.
COc1ccc(N2CCN(C(=O)C3CCN(c4nc5ccc(C)cc5[nH]4)CC3)CC2)cc1 was read as D2 ag 0.7, TRHR agonist -0.7, RXFP1 antagonist -25, TRHR PAM -3, D1 PAM -1, D1 antagonist -7, D2 potentiator 10 and D1 agonist 1.

Filtered by structure, those above containing an NH in an aromatic ring
Screening Cc1cc(C(=O)N/N=C/c2cccc([N+](=O)[O-])c2O)n[nH]1 returned D2 ag -0.1, TRHR agonist -0.4, RXFP1 antagonist -10, TRHR PAM 6, D1 PAM 3, D1 antagonist 2, D2 potentiator -1, D2 antag -17 and D1 agonist 3.
COc1ccc(N2CCN(C(=O)C3CCN(c4nc5ccc(C)cc5[nH]4)CC3)CC2)cc1 was read as D2 ag 0.7, TRHR agonist -0.7, RXFP1 antagonist -25, TRHR PAM -3, D1 PAM -1, D1 antagonist -7, D2 potentiator 10 and D1 agonist 1.
